Screens (PubChem)
p53null 32C tox – qHTS Screen for Compounds that Selectively Target Cancer Cells with p53 Mutations: Cytotoxicity of p53 Null Cells at the Permissive Temperature. actives 0.62% (n = 55,000). AID 903, 2007. Potency, µM (highest dose often 46.1 µM), without a hit: at the top dose activity change, negative = cytotoxicity, actives largely listed as cytotoxic. H1299-neo p53 null cells, ATP luminescence, 24 h, 32C;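 note: potency is the fitted concentration of half-maximal effect; 0% = DMSO only and -100% = full killing by 100 µM tamoxifen; nearly all actives have a fitted effect of over 55% in size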
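Luminescent ATP readout gave cell viability of p53-null H1299-neo cells after a 24 h compound exposure at the permissive 32C. Titrations ran up to 46 uM, and AC50s were fitted with the standard Hill equation.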
GALK inh – qHTS Assay for Inhibitors of Human Galactokinase (GALK): NCGC Sytravon Library Screen; P51570; Potency, µM (series often up to 57.5 µM), without a hit: at the highest dose activity, negative = inhibition, actives largely listed as inhibitors; 44,000 tested, under 10 active; recombinant GALK, Kinase-Glo ATP luminescence, 1 h;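 note: plate controls were full GALK reaction for no effect and reaction lacking GALK for full effect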
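Compounds were pinned into ATP buffer, then GALK-galactose mix was added (final 5 nM enzyme, 35 uM ATP, 100 uM galactose, pH 8.0). After 1 h at room temperature, Kinase-Glo Plus was added and luminescence read.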
FH mod – Identification of activators of human fumarate hydratase by quantitative high-throughput screening; Fumarate hydratase, mitochondrial (Homo sapiens), P07954; FH coupled MDH/diaphorase resazurin fluorescence, 15 min; Potency, µM (highest dose often 79.9 µM), for the others: at the highest dose activity change, negative = inhibition, hits mostly inhibitors; actives 0.22% (n = 54,000); note: potency is the fitted concentration of half-maximal effect; % is set by controls: 0 for no effect and ±100 for the full control effect; the screen sought activators but most active calls are inhibition curves; nearly all actives have a fitted effect of over 45% in size
Target sequence (P07954 whole entry, looked up): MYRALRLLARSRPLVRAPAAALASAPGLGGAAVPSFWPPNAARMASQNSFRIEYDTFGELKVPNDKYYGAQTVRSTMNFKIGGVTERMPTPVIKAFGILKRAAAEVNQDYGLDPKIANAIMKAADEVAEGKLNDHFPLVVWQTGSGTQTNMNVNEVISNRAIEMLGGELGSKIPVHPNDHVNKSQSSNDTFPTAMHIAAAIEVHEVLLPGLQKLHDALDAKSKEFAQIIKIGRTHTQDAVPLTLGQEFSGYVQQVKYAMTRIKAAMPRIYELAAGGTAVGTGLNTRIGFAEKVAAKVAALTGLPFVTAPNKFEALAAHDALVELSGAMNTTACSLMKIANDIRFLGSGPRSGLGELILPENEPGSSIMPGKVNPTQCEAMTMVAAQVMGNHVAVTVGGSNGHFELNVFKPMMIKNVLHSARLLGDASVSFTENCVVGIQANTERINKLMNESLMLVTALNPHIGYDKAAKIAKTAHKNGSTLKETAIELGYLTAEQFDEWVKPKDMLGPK
NTMT1 inh – Primary qHTS for Inhibitors of N-terminal methyltransferase 1 (NTMT1): MTaseGlo Assay. N-terminal Xaa-Pro-Lys N-methyltransferase 1 (Homo sapiens), Q9BV86. NTMT1 MTase-Glo SAH luminescence, purified enzyme. Potency, µM (series often up to 114 µM), for the others: at the highest dose activity change, negative = inhibition, most hits filed as inhibitors. actives 2.5% (n = 59,000). AID 1645870, 2021;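 note: potency is the fitted concentration of half-maximal effect; plate controls were DMSO vehicle for no effect and no enzyme for full effect; nearly all actives have a fitted effect of over 65% in size; many of its hits are not listed in these tables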
B2AR arrestin ag – qHTS assay of beta-arrestin-biased ligands of beta2-adrenergic receptor: NCGC Sytravon Library Screen; HTLA Tango cells, beta-arrestin recruitment, luciferase luminescence, 18 h; Potency, µM (highest dose often 46.1 µM), for inactives: top-dose activation, most hits filed as activators; 44,000 tested, under 10 active;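 note: potency is the fitted concentration of half-maximal effect; 0% = DMSO and full agonism = EC100 isoproterenol or metaproterenol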
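Luminescence read-out: arrestin recruitment to recombinant beta2-AR releases tTA, inducing luciferase. Cells exposed 18 hr at 37 degrees C to up to 46 microM compound; %Activity from corrected signal, concentration-response curves classified by r2, magnitude and efficacy.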
TSG101-PTAP inh – qHTS Validation Assay for Inhibitors of HIV-1 Budding by Blocking the Interaction of PTAP/TSG101: Sytravon Library Screen; Tumor susceptibility gene 101 protein (Homo sapiens), Q99816; Fluorescence polarization, FITC-PTAP peptide/Tsg101, 20 min; Potency, µM (titrated, usually from 115 µM), inactives show top-dose activity change, negative = inhibition, actives largely listed as inhibitors; 44,000 tested, under 10 active; AID 1347069, 2019; note: potency is the fitted concentration of half-maximal effect; 0% is about no effect
Target sequence (Q99816 whole entry, looked up): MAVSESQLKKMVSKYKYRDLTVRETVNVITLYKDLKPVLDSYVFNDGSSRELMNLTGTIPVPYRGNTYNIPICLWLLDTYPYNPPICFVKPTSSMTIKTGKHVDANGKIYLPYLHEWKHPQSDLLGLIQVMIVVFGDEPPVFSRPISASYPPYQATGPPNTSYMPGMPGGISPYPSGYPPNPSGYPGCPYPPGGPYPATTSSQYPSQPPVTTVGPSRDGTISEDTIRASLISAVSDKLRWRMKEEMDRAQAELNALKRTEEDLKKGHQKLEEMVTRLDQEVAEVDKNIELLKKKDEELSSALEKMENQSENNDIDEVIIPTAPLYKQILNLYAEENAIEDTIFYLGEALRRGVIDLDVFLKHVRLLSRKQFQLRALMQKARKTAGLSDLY
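Read-out is FITC fluorescence polarization. Compounds were added to Tsg101 binding domain (10 uM final), then FITC-PTAP peptide (50 nM final), 20 min at r.t. Total S+P intensity flags fluorescent compounds.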
p53null 39C kill – qHTS Screen for Compounds that Selectively Target Cancer Cells with p53 Mutations: Cytotoxicity of p53 Null Cells at the Nonpermissive Temperature; H1299 p53-null (neo) cells, 39C, ATPlite viability, 24 h; Potency, µM (titrated, usually from 46.1 µM), inactives show top-dose activity, negative = cell killing, hits mostly cytotoxic; actives 0.97% (n = 55,000); AID 904, 2007;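 note: potency is the fitted concentration of half-maximal effect; 0% = DMSO only and -100% = full killing by 100 µM tamoxifen; nearly all actives have a fitted effect of over 50% in size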
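ATP-luminescence viability readout (ATPlite, 20 min RT) after 24 hr compound treatment at 39C of H1299-neo or H1299-p53A138V cells; titration up to 46 uM; normalized to DMSO and 100 uM tamoxifen; Hill-fit AC50.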
An asterisk follows results filed as active; ? = inconclusive; / = no result given; [ ] = remark or other dose. Calls come from the whole dose curve; as a rule, active = well fitted curve in the direction sought with a large enough effect; inconclusive = small, poorly fitted or top-dose-only effect, or another doubt; inactive = no such curve, though single readings can be large; an effect the other way counts as inactive or inconclusive.

[1] Cc1ccccc1C(=O)Nc1ccccc1C(=O)OCc1cc(=O)n2ccsc2n1
[2] Cc1ccc(S(=O)(=O)c2nc(-c3cccc(Cl)c3)oc2NCc2ccccc2)cc1
[3] COc1cc2c(cc1NC(=O)COc1ccc(Cl)cc1)oc1ccccc12
[4] O=C(Nc1ccc(F)cc1F)c1ccc2c(c1)CCN2S(=O)(=O)c1ccc(Cl)cc1
[5] Cc1ccc(S(=O)(=O)NCCc2csc3nc(-c4ccccc4C)nn23)cc1
[6] COc1cccc(CNC(=O)c2cc(=O)[nH]c3ccc(S(=O)(=O)N4CCCC4)cc23)c1
[7] CC1CCC(NC(=O)Cn2ncc3c4ccccc4n(Cc4ccc(Cl)cc4)c3c2=O)CC1 (configuration not stated)
[8] Cc1ccc(CNc2nc3ccccc3c3nc(-c4cccc(C)c4)nn23)cc1
[9] Cc1ccc(-n2ncc3c(NCCCN4CCOCC4)ncnc32)cc1Cl
[10] COc1ccc(-n2cnc3cc(C(=O)NC4CCCCCC4)ccc32)cc1
assay / entry | 1 | 2 | 3 | 4 | 5 | 6 | 7 | 8 | 9 | 10
p53null 32C tox | -2% | 1% | -22% | 6% | 13% | -9% | -5% | -13% | 5% | 10%
GALK inh | 4% | -2% | 0% | 1% | -1% | -5% | 1% | 6% | -1% | 2%
FH mod | -17% | -24% | 2% | -15% | -13% | -18% | 4% | -3% | -14% | -6%
NTMT1 inh | ? | 13% | -4% | -1% | -5% | 8% | 14% | 7% | ? | 2%
B2AR arrestin ag | 0% | -2% | 0% | -2% | -3% | -1% | -3% | -1% | -1% | -1%
TSG101-PTAP inh | -3% | -3% | -1% | 2% | -1% | 1% | 43%[activator] | 0% | -13% | -6%
p53null 39C kill | 16% | 9% | -26% | -9% | -4% | 3% | -19% | -11% | -8% | 32%[activator]

[11] CCc1ccc(NC(=O)C2CCCN(S(=O)(=O)c3cccc4nsnc34)C2)cc1 (configuration not stated)
[12] CCc1ccc(CNC(=O)c2sc3nc[nH]c(=O)c3c2C)cc1
[13] COc1ccc(N2CCN(S(=O)(=O)CCNC(=O)c3c(F)cccc3Cl)CC2)cc1
[14] CCCCN1C(=O)CN(C2CCCCCC2)C(=O)C1c1ccc(OCCC)c(OC)c1 (configuration not stated)
[15] CCOC(=O)c1ccc(NS(=O)(=O)c2cc3c(cc2C)n(C)c(=O)c(=O)n3C)cc1
[16] Cc1ccc2c(c1)C(c1ccccc1)N(C(=O)COc1ccc(Cl)cc1Cl)CC(=O)N2 (configuration not stated)
[17] CCOC(=O)N1CCc2c(sc3c2c(=O)n(Cc2ccccc2)c(=O)n3Cc2c(F)cccc2Cl)C1
[18] COc1ccc(-c2nc(SCC(=O)NC3CCCC3)c(-c3ccc(OC)cc3)[nH]2)cc1
[19] CCOc1ccc(N(C(C)C(=O)NCCSc2ccc(C)cc2)S(C)(=O)=O)cc1 (configuration not stated)
[20] CC(C)CCn1c(=O)c2sccc2n2c(CCCC(=O)Nc3ccc(C(C)C)cc3)nnc12
assay / entry | 11 | 12 | 13 | 14 | 15 | 16 | 17 | 18 | 19 | 20
p53null 32C tox | 1% | -7% | -5% | -13% | -3% | 26% | -7% | 2% | -3% | -1%
GALK inh | 8% | 5% | 3% | -1% | 7% | 2% | 8% | -8% | 3% | 0%
FH mod | -1% | -17% | -9% | / | -9% | -28% | 6% | -33% | -8% | -4%
NTMT1 inh | 8% | -1% | -3% | / | 16% | 8% | 6% | 22% | 9% | 19%
B2AR arrestin ag | -1% | 0% | -1% | 0% | -1% | 1% | 1% | 0% | -2% | -1%
TSG101-PTAP inh | 14% | 0% | 1% | -8% | -6% | -2% | -1% | -1% | 1% | 0%
p53null 39C kill | -9% | 1% | -7% | 5% | -7% | 48%[activator] | -15% | 8% | 8% | -14%

[21] CCOC(=O)c1cc2c(=O)n3ccccc3nc2n(CC2CCCO2)c1=NC(=O)c1ccccc1C (configuration not stated)
[22] CCOc1ccc(NC(=O)Cn2cc(S(=O)(=O)NC)c(S(=O)(=O)NC)c2)cc1
[23] Cc1ccc2sc(N(Cc3cccnc3)C(=O)Cc3ccccc3)nc2c1C
[24] COCCNC(=O)Cn1c(=O)n(-c2ccc(C)c(C)c2)c(=O)c2c3c(sc21)CCCCC3
[25] CCOC(=O)c1ccc(NC(=O)Nc2ccc3snnc3c2)cc1
[26] Cc1ccc(NC(=O)Cn2nc(C)n3cccc3c2=O)c(C)c1
[27] CN(C(=O)c1ccc2c(Cl)c3c(nc2c1)CCC3)c1ccccc1F
[28] COc1cccc(N2CCN(c3ncnc4onc(-c5ccc(F)cc5)c34)CC2)c1
[29] COc1ccccc1NC(=O)C1=C(C)Nc2nc(SCc3ccccc3)nn2C1c1cccnc1 (configuration not stated)
[30] COc1ccc(-c2[nH]c(-c3cccc(OC)c3)nc2SCC(=O)NC2CCCC2)cc1
assay / entry | 21 | 22 | 23 | 24 | 25 | 26 | 27 | 28 | 29 | 30
p53null 32C tox | 1% | -6% | 26% | 3% | 0% | 5% | 2% | 12% | -7% | -1%
GALK inh | 0% | 1% | -2% | 4% | 2% | 3% | 6% | 0% | 0% | -1%
FH mod | 5% | 4% | -30% | 0% | 7% | 7% | ? | 7% | -4% | ?
NTMT1 inh | -24% | 6% | -6% | -1% | 12% | 18% | ? | 13% | -21% | -1%
B2AR arrestin ag | 1% | 2% | -2% | 1% | -4% | -4% | -2% | 0% | 0% | -1%
TSG101-PTAP inh | 0% | -3% | -1% | -2% | 1% | 1% | 0% | -2% | -2% | -9%
p53null 39C kill | 14% | 22% | -7% | ? | -3% | -6% | ? | -11% | 2% | -11%

[31] CC(=O)Nc1ccc(N(C(=O)Cn2nnc3ccccc32)C(C(=O)NCc2ccccc2)c2ccc(C)cc2)cc1 (configuration not stated)
[32] Cc1noc2ncnc(NCc3ccccc3Cl)c12
[33] COc1cc(C(=O)Nc2ccccc2OCc2cc(=O)n3c(C)csc3n2)cc(OC)c1OC
[34] CCOc1ccc(NC(=O)c2c(NC(=O)c3ccco3)sc3c2CCC(C(C)(C)C)C3)cc1 (configuration not stated)
[35] COC(=O)c1cc2occc2n1Cc1nc(-c2ccccc2C)oc1C
[36] CCN(C(=O)CCS(=O)(=O)c1cc(Br)cc2c1N(C(=O)C1CC1)CC2)c1cccc(C)c1
[37] CCCCC(CC)CNC(=O)CCCCCn1c(=O)[nH]c2ccsc2c1=O (configuration not stated)
[38] COc1ccc(-n2c(=O)c3c4c(sc3n(Cc3ccccc3)c2=O)CCC4)c(OC)c1
[39] Cc1cccc(-c2nc(C)c(CCNC(=O)C(=O)Nc3c(C)cc(C)cc3C)s2)c1
[40] CCc1ccc(NC(=O)CCCc2nnc3n(C(C)CC)c(=O)c4sccc4n23)cc1 (configuration not stated)
assay / entry | 31 | 32 | 33 | 34 | 35 | 36 | 37 | 38 | 39 | 40
p53null 32C tox | 19% | -5% | ? | 3% | 0% | 1% | 7% | 6% | 0% | 6%
GALK inh | 0% | 2% | 5% | 0% | 6% | -7% | 5% | -6% | 0% | 0%
FH mod | -24% | 3% | -7% | 6% | -7% | -3% | -11% | ? | -5% | -4%
NTMT1 inh | 17% | -6% | 7% | 17% | -1% | ? | 3% | 0% | 8% | -2%
B2AR arrestin ag | 0% | 0% | -2% | 0% | 0% | -2% | 1% | ? | 1% | 0%
TSG101-PTAP inh | -6% | -9% | 0% | -7% | 2% | 1% | -3% | -2% | 0% | -13%
p53null 39C kill | 10% | 0% | 2% | 25% | -22% | -1% | -19% | 0% | 4% | -15%

[41] O=C(NCc1cccnc1)C(=O)NCC(c1cccnc1)N1CCN(c2ccc(F)cc2)CC1 (configuration not stated)
[42] COc1ccc2[nH]cc(CCNC(=O)c3cnn(-c4ccccc4Cl)c3C3CCN(C(=O)OC(C)(C)C)CC3)c2c1
[43] Cc1cc(C)cc(NC(=O)C(Cc2ccccc2)N2Cc3ccccc3C2=O)c1 (configuration not stated)
[44] O=C(O)c1cccc(NC(=O)c2cccc(S(=O)(=O)Nc3cccc(C(=O)O)c3)c2)c1
[45] Cc1cc(C)c(S(=O)(=O)Nc2cc(-c3cn4ccccc4n3)ccc2C)cc1C
[46] Cc1nn2c(C)c(C(=O)NC(C)c3ccccc3)cnc2c1-c1ccc(F)cc1 (configuration not stated)
[47] COC(=O)c1cccc(Nc2c(-c3ccc(OC)cc3)nc3nc[nH]n23)c1
[48] Cc1ccc(NC(=O)CSc2nc3c([nH]c4ccccc43)c(=O)n2-c2ccccc2)c(C)c1
assay / entry | 41 | 42 | 43 | 44 | 45 | 46 | 47 | 48
p53null 32C tox | 26% | 18% | -7% | 16% | 18% | -4% | 9% | 3%
GALK inh | 3% | 3% | -9% | -2% | 1% | 1% | 0% | 3%
FH mod | -15% | -16% | 3% | 5% | -18% | 16% | -1% | -3%
NTMT1 inh | 0% | 8% | 2% | 6% | 2% | -3% | -7% | 2%
B2AR arrestin ag | -1% | 1% | -1% | 6% | -2% | -1% | -2% | -1%
TSG101-PTAP inh | -3% | 2% | -4% | 2% | 7% | 2% | -1% | -3%
p53null 39C kill | -3% | 10% | -9% | -1% | 20% | 5% | -1% | 15%

Structural class: those above containing an aryl thioether with sulfur outside any ring
[18] COc1ccc(-c2nc(SCC(=O)NC3CCCC3)c(-c3ccc(OC)cc3)[nH]2)cc1
[19] CCOc1ccc(N(C(C)C(=O)NCCSc2ccc(C)cc2)S(C)(=O)=O)cc1 (configuration not stated)
[29] COc1ccccc1NC(=O)C1=C(C)Nc2nc(SCc3ccccc3)nn2C1c1cccnc1 (configuration not stated)
[30] COc1ccc(-c2[nH]c(-c3cccc(OC)c3)nc2SCC(=O)NC2CCCC2)cc1
[48] Cc1ccc(NC(=O)CSc2nc3c([nH]c4ccccc43)c(=O)n2-c2ccccc2)c(C)c1
assay / entry | 18 | 19 | 29 | 30 | 48
p53null 32C tox | 2% | -3% | -7% | -1% | 3%
GALK inh | -8% | 3% | 0% | -1% | 3%
FH mod | -33% | -8% | -4% | ? | -3%
NTMT1 inh | 22% | 9% | -21% | -1% | 2%
B2AR arrestin ag | 0% | -2% | 0% | -1% | -1%
TSG101-PTAP inh | -1% | 1% | -2% | -9% | -3%
p53null 39C kill | 8% | 8% | 2% | -11% | 15%

The list is partial. The share of hits here may be higher or lower than overall.
